MBD2 DNA inh – blocks human MBD2 binding to methylated DNA; Q9UBB5; TR-FRET, MBD2 binding to methylated oligonucleotide; inhibition, % at 4.4 µM; 370,000 tested, 0.31% active; in the data active means inhibition above about 13%
Target sequence (Q9UBB5 whole entry, looked up): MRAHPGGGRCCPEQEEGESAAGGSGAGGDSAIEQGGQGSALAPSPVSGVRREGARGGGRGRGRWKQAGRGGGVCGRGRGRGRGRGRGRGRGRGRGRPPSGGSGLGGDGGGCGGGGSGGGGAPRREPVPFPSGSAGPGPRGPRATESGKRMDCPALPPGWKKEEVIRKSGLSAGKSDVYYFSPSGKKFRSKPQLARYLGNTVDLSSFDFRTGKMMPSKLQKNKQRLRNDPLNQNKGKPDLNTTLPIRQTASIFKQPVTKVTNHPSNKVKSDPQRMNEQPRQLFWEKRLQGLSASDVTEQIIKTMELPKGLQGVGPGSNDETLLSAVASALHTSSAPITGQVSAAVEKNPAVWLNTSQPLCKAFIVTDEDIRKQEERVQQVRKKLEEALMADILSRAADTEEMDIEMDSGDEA
ADAM17 inh – inhibitors of human ADAM17; inhibition, % at 6.95 µM; recombinant ADAM17, EDANS/DABCYL FRET peptide cleavage; 370,000 tested, 0.83% active; AID 720648;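 active means inhibition above the mean of compounds lying between control limits plus 3 SD, set per campaign, cut at about 8.5% in these data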;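 further: 0% = DMSO-only wells as the low control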
Target sequence (P78536 215-824 limits assumed): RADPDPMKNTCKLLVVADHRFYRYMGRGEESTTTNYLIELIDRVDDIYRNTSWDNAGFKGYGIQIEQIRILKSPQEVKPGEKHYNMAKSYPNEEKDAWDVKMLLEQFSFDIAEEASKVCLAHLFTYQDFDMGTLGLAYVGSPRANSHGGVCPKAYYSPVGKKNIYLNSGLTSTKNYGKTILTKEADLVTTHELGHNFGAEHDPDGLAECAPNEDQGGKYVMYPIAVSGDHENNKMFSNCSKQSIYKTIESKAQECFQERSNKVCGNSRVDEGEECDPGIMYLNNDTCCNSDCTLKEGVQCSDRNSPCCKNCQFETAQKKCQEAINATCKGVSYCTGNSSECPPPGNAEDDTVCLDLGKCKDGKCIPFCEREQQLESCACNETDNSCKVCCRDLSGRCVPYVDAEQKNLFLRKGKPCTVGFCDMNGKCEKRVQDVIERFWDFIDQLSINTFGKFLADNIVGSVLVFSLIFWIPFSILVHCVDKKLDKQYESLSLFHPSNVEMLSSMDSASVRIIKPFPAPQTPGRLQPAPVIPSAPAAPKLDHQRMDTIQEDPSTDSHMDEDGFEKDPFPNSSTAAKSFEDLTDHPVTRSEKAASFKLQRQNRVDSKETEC
PLC-gamma1 inh – blocks human PLC-gamma1 enzyme activity; P19174; purified PLC-gamma1, fluorogenic substrate, fluorescence; inhibition, % at 12.2 µM; 370,000 tested, 0.84% active; AID 720700; in the data active means inhibition above about 9.5%
hgDAF12 agonist – hgDAF-12 agonism, primary luciferase screen; HEK293 GAL4-hgDAF12 UAS-luciferase reporter, agonist luminescence; normalized to butyrate control; activation, % at 6.8 µM; 370,000 tested, 1.8% active; AID 687014;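 active means activation above a cutoff set at the mean of all screened compounds plus 3 SD, cut at about 10% in these data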;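 further: 0% = DMSO wells and 100% = sodium butyrate wells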
SMARCA2 activ – activators of SMARCA2 function; MG213 cells, MMTV-luciferase reporter, dexamethasone, overnight; activation, % at 9.1 µM; 370,000 tested, 1% active; in the data active means activation above about 7.8%;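 further: 0% = vehicle wells and 100% = reference activator wells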
Rev-erbA mod – Rev-erb alpha (human) modulation. P20393. Rev-erbα–FITC-DNA binding, fluorescence polarization, 90 min. activity, % at 10 µM. 370,000 tested, 0.79% active. AID 1259318;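 active means activity above about 14%, limit read from the data; passing the limit was not always enough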;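 further: 0% = DMSO wells with 35 nM protein and 100% = DMSO wells with 750 nM protein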
hcDAF12 agonist – activates DAF-12 receptor from parasite H. contortus; AID 652067; 370,000 tested, 1.4% active; HEK293 hcDAF-12 lit1-tk-luc reporter, luminescence; 0% DMSO, 100% Δ7-dafachronic acid; activation, % at 6.8 µM;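 active means activation above the mean of all tested compounds plus 3 SD, cut at about 5.5% in these data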;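 further: 100% = response to 3 µM Δ7-dafachronic acid high control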
DAX1 inh-1 – NR0B1 (DAX1) inhibition; 340,000 tested, 0.99% active; inhibition, % at 6.75 µM; HEK293 Gal4-DAX1 luciferase reporter, luminescence; P51843; AID 504766;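 active means inhibition above the mean over all tested compounds plus 3 SD, cut at about 4.2% in these data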;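 further: 0% = DAX1-transfected cells with DMSO and 100% = empty-vector control cells with DMSO; inhibition shows as a rise in luminescence from relieved DAX1 repression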
PLCb3 inh – blocks human PLC-beta3 enzyme activity; Q01970; Purified PLC-beta3, fluorogenic substrate, fluorescence; inhibition, % at 12.2 µM; 370,000 tested, 0.18% active; in the data active means inhibition above about 11%;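 further: 0% = median of compound wells on plate and 100% = full blocker control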
ssDAF-12 act – activates DAF-12 receptor from parasite S. stercoralis | HEK293 ssDAF-12/GRIP1 lit1-tk-luc reporter, luminescence; % of 3 µM dafachronic acid response | activation, % at 6.8 µM | 370,000 tested, 1% active;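 active means activation above the mean over all tested compounds plus 3 SD, cut at about 0.9% in these data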;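 further: 0% = DMSO-only wells and 100% = 3 µM delta7-dafachronic acid wells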
DAX1 inh-2 – inhibitors of DAX1 repression of SF-1 activated StAR promoter | HEK293T StAR-luciferase reporter, SF-1/DAX-1 repression relief | inhibition, % at 6.8 µM | 370,000 tested, 1.1% active | AID 652010;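 active means inhibition above the mean over all tested compounds plus 3 SD, cut at about 3.6% in these data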;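 further: 0% = DAX-1 cells with DMSO and 100% = cells lacking DAX-1 with DMSO; higher inhibition means more luminescence from relief of DAX-1 repression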
* marks the source's active call; other numbers are inactive results; i = inactive; · = no result given. An unsorted share of the library; about 7.4% have a hit in one of these screens.

1: O=C(Oc1ccc2c(c1)C(=O)c1ccccc1CO2)c1ccccc1
2: CCOc1ccc(C(=O)NC(=S)NC2CCCC2)cc1[N+](=O)[O-]
3: Cc1c(C(=O)N/N=C/c2ccc(O)c(Br)c2)sc(N)c1C#N
4: CCOC(=O)C1CCCN(c2nc3ccccc3nc2C(C#N)C(=O)NCc2ccccc2)C1 (stereo not drawn)
5: O=C(Cn1ncc2c(=O)oc3ccccc3c21)NCCc1ccsc1
6: CCOC(=O)c1c(NC(=O)C2=COCCO2)sc2c1CCN(C(=O)OC)C2
7: CCCCn1c(SCC(=O)c2ccc(OC)cc2OC)nc2cc(S(N)(=O)=O)ccc21
8: CCNC(=O)c1sc(-c2ccccc2)nc1C

screen / no.	1	2	3	4	5	6	7	8
MBD2 DNA inh	0	-3	0	2	-4	2	1	-2
ADAM17 inh	3	8	-4	-8	-2	1	0	-3
PLC-gamma1 inh	-2	2	-170	-15	0	-3	1	-1
hgDAF12 agonist	2.9	-0.7	-1.7	-1.1	-1.6	0.7	-1.6	1.4
SMARCA2 activ	0	-5	4	3	-1	0	1	-1
Rev-erbA mod	4	-3	-3	-1	2	3	2	0
hcDAF12 agonist	-1.6	-2.3	-3.7	-0.2	0.1	1.4	-0.1	-0.4
DAX1 inh-1	2.5	-0.8	-0.7	0.0	0.8	-0.3	-0.2	1.1
PLCb3 inh	-8	3	-174	-20	5	-8	-2	0
ssDAF-12 act	-1.3	-1.9	-1.8	-0.6	-1.2	-1.3	-1.1	-1.7
DAX1 inh-2	0.0	-0.6	3.2	0.7	-0.6	-1.8	-0.7	0.9

9: CC(C)(C)N1C(=O)c2ccc(C(=O)Nc3ccc(-c4nc5ccccc5[nH]4)cc3)cc2C1=O
10: O=C(NC(=S)NN1CCCCC1c1cccnc1)c1ccc(Cl)cc1Cl (stereo not drawn)
11: CCc1cc2cc(OC)ccc2nc1SCC(=O)NNC(=O)c1ccco1
12: CCNC(=S)N1CCN(S(=O)(=O)c2ccccc2C(F)(F)F)CC1
13: CCN(CC)CCN1C(=O)C(=O)/C(=C(/O)c2c(C)[nH]c(C(=O)OC)c2C)C1c1ccc(C)o1 (stereo not drawn)
14: O=C1CC(c2ccccc2)n2nc(NC(=O)c3ccccc3)nc2N1 (stereo not drawn)
15: CCOc1ccc(C(=O)N[C@H](C(=O)N2CCN(c3ncccn3)CC2)C(C)C)cc1
16: CN(Cc1ccccc1)C(=O)CN1C(=O)C2C3C=CC(C3)C2C1=O (stereo not drawn)

screen / no.	9	10	11	12	13	14	15	16
MBD2 DNA inh	-2	-3	3	6	-6	-2	5	2
ADAM17 inh	-1	4	2	1	1	1	-3	-3
PLC-gamma1 inh	1	2	3	1	-1	-1	-2	-1
hgDAF12 agonist	-0.1	-1.1	0.6	1.3	0.0	-0.2	0.1	5.0
SMARCA2 activ	2	-3	1	-3	-1	-2	5	-1
Rev-erbA mod	-12	-2	-4	4	6	6	7	3
hcDAF12 agonist	1.8	3.0	-2.4	-1.6	2.2	1.7	0.1	-0.7
DAX1 inh-1	0.8	-0.1	-0.9	-0.3	1.3	0.5	3.3	-0.2
PLCb3 inh	2	-8	2	-5	-10	1	2	0
ssDAF-12 act	-1.0	-1.2	-1.7	-0.5	-0.7	-1.2	-1.3	-1.3
DAX1 inh-2	-0.8	0.3	-0.2	-1.1	0.1	1.2	1.5	1.2

17: CCNC(=O)C1(C)CCN(C(=O)c2ccc(F)cc2Cl)C1 (stereo not drawn)
18: CCC1CCCCN1CCCNC(=O)Cn1nc(-c2ccc(C)cc2)ccc1=O (stereo not drawn)
19: Cc1cccc(-c2oc3ccc(-c4ccc5c(c4)OCO5)cc3c2C(=O)OCc2ccc(O)cc2)c1
20: Cc1cnc(NC(=O)C2CC(=O)N(c3ccc4c(c3)OCCO4)C2)s1 (stereo not drawn)
21: CC(C)(C)N=C1NN=C(c2ccc(Cl)cc2)CS1
22: CN(C(=O)c1ccc(NC(=O)Cc2cccc([N+](=O)[O-])c2)cc1)C1CC1
23: COc1ccc(C(=O)N2CCN(c3cccc(Cl)c3)CC2)cc1
24: Cc1cc(-c2onc(C)c2C(N)=O)no1

screen / no.	17	18	19	20	21	22	23	24
MBD2 DNA inh	-1	0	2	5	0	-5	-2	3
ADAM17 inh	-1	-9	-3	-4	-2	-1	0	1
PLC-gamma1 inh	-3	-2	-9	1	0	2	1	3
hgDAF12 agonist	-2.7	-0.4	-0.7	0.6	0.3	1.6	-0.7	-0.2
SMARCA2 activ	-1	0	0	-2	0	2	0	-3
Rev-erbA mod	1	1	1	3	-2	-4	5	3
hcDAF12 agonist	-1.2	-1.6	-0.3	-1.2	1.4	-1.9	-0.7	-0.2
DAX1 inh-1	·	1.7	1.3	-1.1	4.1	1.8	-0.1	2.2
PLCb3 inh	1	-5	-13	-6	-6	3	-2	-4
ssDAF-12 act	-0.8	-1.0	-1.4	-1.2	-1.0	-1.3	-1.7	-1.0
DAX1 inh-2	0.5	0.6	0.1	-0.6	-0.1	0.6	0.7	0.9

Three entries out of the list, sorted by length of the SMILES, rising:
24: Cc1cc(-c2onc(C)c2C(N)=O)no1
23: COc1ccc(C(=O)N2CCN(c3cccc(Cl)c3)CC2)cc1
20: Cc1cnc(NC(=O)C2CC(=O)N(c3ccc4c(c3)OCCO4)C2)s1 (stereo not drawn)

screen / no.	24	23	20
MBD2 DNA inh	3	-2	5
ADAM17 inh	1	0	-4
PLC-gamma1 inh	3	1	1
hgDAF12 agonist	-0.2	-0.7	0.6
SMARCA2 activ	-3	0	-2
Rev-erbA mod	3	5	3
hcDAF12 agonist	-0.2	-0.7	-1.2
DAX1 inh-1	2.2	-0.1	-1.1
PLCb3 inh	-4	-2	-6
ssDAF-12 act	-1.0	-1.7	-1.2
DAX1 inh-2	0.9	0.7	-0.6

Following part:
25: CC(/C=C1\SC(=S)N(C(C(=O)O)c2ccccc2)C1=O)=C\c1ccccc1 (stereo not drawn)
26: COc1ccc(CN(C)C(C)C(=O)N(C)CC(=O)Nc2ccc(C)cc2)cc1F (stereo not drawn)
27: COC(=O)[C@]1(Cc2ccccc2)N[C@H](CN(C)C(=O)COc2ccccc2)[C@@H]2C(=O)N(C)C(=O)[C@@H]21
28: COc1ccc(-c2ccc(OC)c([C@H]3[C@H]4C=CC[C@@H](C)[C@@H]4C(=O)N3Cc3ccccc3)c2)cc1C
29: C#CCN(C[C@@H]1[C@@H](OC(=O)NCc2ccccc2F)[C@@H](OC(=O)NCc2ccccc2F)Cn2c(=O)n(CCCCCC)c(=O)n21)S(=O)(=O)c1ccc(C)cc1
30: O=C(CSc1nnc(-c2ccco2)o1)c1ccc[nH]1
31: O=C(O)CSCc1nc2scc(-c3ccccc3)c2c(=O)[nH]1
32: CCn1c(CCC(=O)N(C)CC(=O)Nc2cccc(F)c2)nc2cc(S(=O)(=O)N(C)C)ccc21

screen / no.	25	26	27	28	29	30	31	32
MBD2 DNA inh	2	12	-7	5	-1	2	-4	-4
ADAM17 inh	-1	-2	2	-2	3	-2	2	-1
PLC-gamma1 inh	-1	1	3	0	-2	-3	1	-2
hgDAF12 agonist	-1.1	2.0	2.8	-0.1	-1.8	7.4	2.8	-2.3
SMARCA2 activ	2	-4	-2	3	-1	4	-1	-1
Rev-erbA mod	-1	0	-7	4	-1	-7	-1	5
hcDAF12 agonist	-0.1	-0.5	1.3	-1.3	-2.3	1.9	-1.1	0.1
DAX1 inh-1	-0.2	-0.3	0.0	2.4	0.9	2.6	5.8*	-0.3
PLCb3 inh	-7	-9	3	-4	-1	-7	1	0
ssDAF-12 act	-1.5	-0.7	-0.7	-1.7	-0.6	0.2	-1.4	-0.9
DAX1 inh-2	-0.2	-1.2	0.7	-0.1	0.5	1.6	0.0	-0.2

33: Cc1nc(C)c(-c2nnc(-c3cccc(S(=O)(=O)N(C)C)c3)o2)cc1C(=O)NN
34: O=C(c1nc2n(n1)C(c1ccc(Cl)cc1)C=C(c1ccccc1)N2)N1CCOCC1 (stereo not drawn)
35: CCCCC(c1nnnn1CS(=O)(=O)c1ccc(C)cc1)N1CCN(c2ccccc2)CC1 (stereo not drawn)
36: O=C(N/N=C/c1oc(O)c2ccccc12)c1ccccc1
37: CC(=O)Nc1ccc(NC2CCCCC2NS(=O)(=O)c2ccc(Cl)cc2)cc1 (stereo not drawn)
38: O=C(CN1CCCCCC1=O)N1CCN(S(=O)(=O)c2cccs2)CC1
39: Nc1nc(SCC(=O)Nc2ccc3c(c2)OCO3)n[nH]1
40: COc1ccc(C(NC(=O)C(C)(C)C)NC(=O)C(C)(C)C)cc1

screen / no.	33	34	35	36	37	38	39	40
MBD2 DNA inh	0	5	-4	-2	-4	2	8	1
ADAM17 inh	7	-48	-3	3	4	-2	-3	-3
PLC-gamma1 inh	3	i	2	2	4	0	-3	0
hgDAF12 agonist	0.0	0.4	-0.3	6.6	0.8	-2.0	2.9	-1.1
SMARCA2 activ	-2	-4	-2	3	-4	-2	-5	-3
Rev-erbA mod	-6	2	6	5	-1	2	-2	-4
hcDAF12 agonist	-0.1	-1.5	0.1	2.8	-0.1	-1.9	-1.2	-1.3
DAX1 inh-1	0.1	-1.1	-1.1	1.5	0.4	2.2	0.1	0.0
PLCb3 inh	-4	i	3	0	2	1	-6	0
ssDAF-12 act	-0.7	-1.0	-1.3	-0.7	-0.9	0.2	-1.6	-1.0
DAX1 inh-2	-0.2	-0.5	0.7	2.0	0.4	0.3	0.1	-0.4

41: COc1ccc(OC)c(NC(=O)c2cccnc2Sc2ccccc2)c1
42: C/C(=N\NC(=O)c1ccccc1)c1ccc(N2CCOCC2)cc1
43: Cc1ccc(Cl)cc1NC(=O)CNCC(c1ccccc1)N(C)C (stereo not drawn)
44: CCN1CCN(C(=O)Nc2cccc(C(F)(F)F)c2)CC1
45: O=C(Nc1ccc(F)cc1)c1nc2c(nnn2Cc2cccc3ccccc23)c(=O)[nH]1
46: Cc1cccc(NC(=O)NNC(=O)c2sccc2-n2cccc2)c1
47: Cc1cc(C(F)(F)F)c(C#N)c(SCC(=O)Nc2nc3cc(Br)ccc3s2)n1
48: O=C(Nc1ccc2[nH]ncc2c1)c1ccc(F)cc1
49: C#CCOCCOCCOCCNc1nc(N2CCN(C(=O)[C@H](CCCCN)n3cc([C@@H](N)CC(N)=O)nn3)CC2)nc(N2CCN(C(=O)[C@H](CCCCN)n3cc([C@@H](N)CC(N)=O)nn3)CC2)n1
50: O=C(CS(=O)(=O)Cc1ccccc1)Nc1ccccc1Cl

screen / no.	41	42	43	44	45	46	47	48	49	50
MBD2 DNA inh	-6	0	3	-6	1	1	4	0	7	3
ADAM17 inh	-2	-4	1	-2	-6	2	-5	-1	-5	-2
PLC-gamma1 inh	0	-2	1	-1	-3	0	-73	0	3	-1
hgDAF12 agonist	2.5	8.3	2.2	-0.8	0.5	6.2	-7.6	9.8	3.0	0.3
SMARCA2 activ	0	0	-2	0	-3	-1	-5	2	1	-1
Rev-erbA mod	2	2	2	-5	-1	-3	-3	-5	-5	3
hcDAF12 agonist	2.2	4.7	-1.1	-0.6	-0.5	2.6	-0.7	-1.1	0.1	-0.4
DAX1 inh-1	-0.1	1.9	-0.5	0.5	3.5	-0.8	-0.3	0.2	4.5*	1.2
PLCb3 inh	2	1	-3	3	-10	1	-76	-7	2	2
ssDAF-12 act	-1.2	-0.5	-0.9	-1.9	-0.9	-1.6	-1.6	-0.8	-0.9	-1.1
DAX1 inh-2	-0.6	2.4	0.3	-0.5	0.1	0.9	-1.5	2.5	0.0	0.0
